# Bioassay records deposited in PubChem by several laboratories.
# UBC9 SUMO inh: blocks human SUMOylation mediated by UBC9 | P63279 | HTRF SUMOylation assay, SAE1/SAE2 + UBC9, in vitro | inhibition, % at 35 µM | actives 0.36% (n = 290,000); in the data active = inhibition above about 50%, passing the limit was not always enough; note: strong numbers were not always called active
# Target sequence (P63279 whole entry, looked up): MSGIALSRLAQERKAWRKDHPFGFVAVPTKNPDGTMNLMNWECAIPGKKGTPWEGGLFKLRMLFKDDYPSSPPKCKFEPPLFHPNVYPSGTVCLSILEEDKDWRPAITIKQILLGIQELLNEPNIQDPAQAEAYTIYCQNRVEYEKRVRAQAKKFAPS
# NALP1 inh: inhibitors of NALP1 inflammasome in yeast. S. cerevisiae NALP1/ASC/caspase-1 growth, X-gal OD620, 72 h. inhibition, % at 10 µM. actives 0.61% (n = 280,000). AID 2071; in the data active = inhibition mostly above about 24%, no sharp cut-off; inactive = mostly below about 32%; note: some compounds called inactive have numbers as strong as hits
# M18AAP inhibitor: PfM18AAP enzyme inhibition; AID 1822; actives 1.2% (n = 290,000); inhibition, % at 7.35 µM; recombinant PfM18AAP, H-Glu-NHMec fluorogenic cleavage;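 active = inhibition above the campaign mean inhibition over all tested compounds plus 3 SD, cut at about 28% in these data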;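 note: 0% = plate median of test compound wells and 100% = 2 mM ZnCl2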
# VIM-2 inhibitor: blocks Pseudomonas aeruginosa VIM-2 metallo-beta-lactamase. inhibition, % at 5.6 µM. purified VIM-2, nitrocefin hydrolysis, epi-absorbance fluorescence. AID 1527. actives 0.89% (n = 290,000);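 active = inhibition above the mean of all tested compounds plus 3 SD, cutoff set per screening run, cut at about 7.5% in these data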;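 note: red hydrolysis product quenches plate fluorescence so inhibitors raise well fluorescence; 0% = enzyme with DMSO and 100% = DMSO without enzyme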
# IMP-1 inhibitor: inhibitors of Pseudomonas aeruginosa IMP-1 metallo-beta-lactamase. purified IMP-1, nitrocefin hydrolysis, epi-absorbance fluorescence. inhibition, % at 5.6 µM. actives 0.45% (n = 290,000). AID 1556;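 active = inhibition above the mean plus 3 SD of all compounds in the same screening run, cut at about 4.5% in these data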;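 note: 0% = IMP-1 with DMSO and 100% = DMSO wells lacking enzyme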
#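 Material – recombinant IMP-1 enzyme, purified · Amount – IMP-1 0.2 nM before substrate addition · Medium – HEPES buffer pH 7.1 with ZnSO4 and Brij 35 · Timing – 25 °C, 15 min preincubation, 25 min reaction · Measured by – plate fluorescence quenching by hydrolysis product, ex 480/em 530 nm · Read-out – percent enzyme inhibition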
# DNA FID counter: displaces DNA intercalator in HCV helicase counter-screen; actives 0.17% (n = 290,000); inhibition, % at 7.9 µM; DNA fluorescent intercalator displacement, fluorescence; in the data active = inhibition above about 37%;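 note: 0% = vehicle and 100% = reference compound; higher means more ethidium bromide displaced from hairpin DNA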
# MEKK2mut PB1 HTS: signal of MEK5 binding to mutant human MEKK2 PB1 domain; actives 0.35% (n = 290,000); percent response, % at 10 µM; bead flow cytometry, Alexa488-MEK5 binding to MEKK2 mutant; AID 1530; in the data active = percent response above about 24%, passing the limit was not always enough; note: inactives centre near 1; some results filed as inactive read as strong as hits; reference of the scale not given here
# HCV NS3 hel inh: inhibitors of Hepatitis C virus NS3 helicase | NS3 helicase DNA unwinding, Cy5 molecular beacon fluorescence | inhibition, % at 10.9 µM | actives 0.56% (n = 290,000) | AID 1800;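 active = inhibition above the mean of all tested compounds plus 3 SD, set per campaign, cut at about 35% in these data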;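 note: 0% = DMSO wells and 100% = thioflavine S control wells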
#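 Assay system – hepatitis C virus NS3 helicase domain fragment enzyme · Buffer or medium – MOPS pH 6.5, MgCl2, DTT, Tween20, BSA · Reagent – Cy5/quencher beacon DNA duplex and ATP to start · Compound – single 10.9 µM dose · Timing – 1 h at 25 °C · Technique – Cy5 beacon fluorescence read at start and 1 h · Measure – % inhibition of unwinding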
# MEKK2wt PB1 HTS: raises or lowers MEK5 binding to wildtype human MEKK2 PB1 domain. Q9Y2U5. bead flow cytometry, Alexa488-MEK5 binding to MEKK2 WT; actives lie on both sides. binding response (% of control), % at 10 µM. actives 1.1% (n = 290,000). AID 1531; in the data active = binding response below about 67% or above about 130%
# Numbers without * were called inactive; . = no result given; [ ] = another dose, or the depositor's remark. Rows are unselected. About 4.7% of those tested had a hit in this group.
no.	smiles	IMP-1 inhibitor	M18AAP inhibitor	MEKK2wt PB1 HTS	DNA FID counter	UBC9 SUMO inh	MEKK2mut PB1 HTS	VIM-2 inhibitor	NALP1 inh	HCV NS3 hel inh
1	CC(=O)n1c2c(c3ccccc31)OC(N)=C(C#N)C2c1cccc(Cl)c1Cl (centres undefined)	4.0	5	99	3	28	5	2.0	21	6
2	CCC(C)(C)NC(=O)C(c1cccn1C)N(Cc1ccccc1)C(=O)Cn1nnc2ccccc21 (centres undefined)	-0.3	6	99	-9	27	1	-2.5	34	-2
3	O=S1(=O)N=C(SCCO)c2ccccc21	-2.4	-3	102	2	24	6	-0.2	-9	-3
4	COc1ccccc1C1C(C(C)=O)=C(O)C(=O)N1CCc1ccccc1 (centres undefined)	-3.7	8	10*[inhibitor]	-21	-1	-17	-3.3	.	14
5	OCCNc1ccc(Cl)cc1	-3.1	4	101	2	-4	1	-0.7	3	0
6	Cc1ccc(S(=O)(=O)NCC(=O)N(CC2CCCO2)C(C(=O)NCC2CCCO2)C(C)C)cc1 (centres undefined)	0.0	-5	95	-36	0	-2	1.1	-2	2
7	Cc1ccc(OCC(=O)Nc2ccc(Cl)cc2)c(-n2nc3ccccc3n2)c1	0.1	-5	101	0	13	2	-0.2	13	9
8	CC(=O)C(=[N+]=[N-])C(=O)NCc1ccccc1	-1.8	-4	116	4	0	17	-1.2	24	5
9	COc1cc2c(cc1OC)C(C)N(S(=O)(=O)c1cccs1)CC2 (centres undefined)	-1.5	0	106	-17	9	2	-0.7	2	-9
10	O=C(CCC(=O)N1CCc2ccccc21)N1CCc2ccccc21	-3.2	-1	.	0	.	.	-0.1	.	-3
11	O=C(N/N=C/c1c[nH]c2ccccc12)c1cccs1	-2.3	1	89	-6	4	-4	-4.7	7	-6
12	COc1cc([N+](=O)[O-])ccc1NC(=O)Nc1nc2c(s1)CCCC2	-1.8	5	101	5	10	4	-0.4	28	-2
13	CN(c1cccnc1)c1ncnc2[nH]ncc12	-1.8	-1	94	-1	9	-8	-1.1	4	-1
14	COc1ccc([N+](=O)[O-])cc1NC(=O)Nc1cccc(Cl)c1	-4.2	-2	90	12	8	-3	-2.8	24	-4
15	O=C(NCc1ccco1)c1ccc(CS(=O)Cc2ccc(Cl)cc2)o1 (centres undefined)	-1.3	5	104	-20	6	4	-0.4	-2	7
16	Cc1csc(NC(=O)CCN2C(=O)c3ccccc3S2(=O)=O)n1	1.6	-7	97	-3	7	-1	0.8	10	0
17	O=C(CSc1ccc(Br)cc1)Nc1ccccc1N1CCOCC1	1.3	1	102	-31	-6	-1	-1.6	8	-2
18	O=C(/C=C/c1ccc(Cl)cc1)NCc1cccs1	-3.1	3	97	-4	6	-2	-0.4	20	6
19	CC(=O)Nc1sc(C)c(C)c1CN1CCN(S(=O)(=O)c2ccccc2)CC1	-0.4	-2	98	-13	-9	0	2.9	16	-5
20	COc1ccccc1NC(=O)c1ccc(NC(=O)c2cc3c(s2)CCC3)cc1	-2.0	-4	112	1	5	18	-1.1	26	1
21	COC(=O)c1oc2ccc(Br)cc2c1NC(=O)CCN1CCOCC1	-0.2	0	101	2	28	-1	0.8	3	7
22	CN(C)c1ccc(/C=N/NC(=O)CSc2ccccn2)cc1	-1.1	2	99	-12	0	-1	-2.0	9	-7
23	Cc1cc(C)nc(SCc2nnc(SCC(=O)N3CCCc4ccccc43)o2)n1	-2.4	-1	100	-33	-2	3	-0.8	-3	-4
24	Cn1c(=O)n(C)c2cc(N3CCCCC3)c(NC(=O)c3cccc(Cl)c3)cc21	-1.6	21	99	-4	33	5	0.7	9	21
25	CC(=O)C1=C(O)C(=O)N(Cc2cccnc2)C1c1ccc(C(C)C)cc1 (centres undefined)	-2.4	3	92	-31	3	-4	-2.8	-1	18
26	CC(=O)Nc1nc2ccc(S(=O)(=O)N3CCCCC3)cc2s1	-0.7	-1	104	-6	6	5	-1.7	7	-2
27	COc1ccccc1-c1cn[nH]c1-c1ccc(OCc2ccc([N+](=O)[O-])cc2)cc1O	-1.2	-24	110	0	12	1	-2.4	.	8
28	COc1ccc(C(=O)NCCN2CCCC2)cc1	-0.8	-4	114	-1	2	3	0.1	5	-1
29	CCOc1ccc(CCNS(=O)(=O)c2ccc(-c3ccc(=O)[nH]n3)o2)cc1OCC	-0.4	-1	106	-24	2	3	1.9	11	1
30	Cn1c(=O)oc2cc(S(=O)(=O)NC3CCCc4ccccc43)ccc21 (centres undefined)	-5.5	0	110	-8	5	7	-2.5	-3	-4
31	COc1ccc(S(=O)(=O)N2CCOC2CNC(=O)C(=O)NCc2ccco2)cc1 (centres undefined)	-2.8	1	101	-9	20	6	-3.4	.	-4
32	CCOc1ccc(CCNC(=O)C2CCCN(c3nnc(-n4cccc4)s3)C2)cc1OCC (centres undefined)	-3.0	-5	104	-12	17	10	-1.9	5	-2
33	CCOC(=O)/C(C#N)=C/Nc1cc(OC)ccc1OC	-2.9	1	99	-11	6	1	-1.2	36	-2
34	O=C(CN(C(=O)Cn1nnc(-c2ccc(F)cc2)n1)c1ccc(F)c(Cl)c1)NCC1CCCO1 (centres undefined)	-2.3	-6	92	-16	-11	-5	-4.4	-22	-4
35	Cc1ccccc1-c1nc(CN2CCC(C(=O)NCC3CCCO3)CC2)c(C)o1 (centres undefined)	-2.6	0	108	2	16	3	-0.8	-37	-12
36	COc1ccc(-c2nnc(-c3cccnc3)o2)cc1OC	-2.4	-13	104	-5	17	5	5.1	-1	0

# Part of the list above, with values under each structure.
# Every second line gives: IMP-1 inhibitor, M18AAP inhibitor, MEKK2wt PB1 HTS, DNA FID counter, UBC9 SUMO inh, MEKK2mut PB1 HTS, VIM-2 inhibitor, NALP1 inh, HCV NS3 hel inh
30: Cn1c(=O)oc2cc(S(=O)(=O)NC3CCCc4ccccc43)ccc21 (centres undefined)
    -5.5, 0, 110, -8, 5, 7, -2.5, -3, -4
31: COc1ccc(S(=O)(=O)N2CCOC2CNC(=O)C(=O)NCc2ccco2)cc1 (centres undefined)
    -2.8, 1, 101, -9, 20, 6, -3.4, ., -4

# Next section.
no.	smiles	IMP-1 inhibitor	M18AAP inhibitor	MEKK2wt PB1 HTS	DNA FID counter	UBC9 SUMO inh	MEKK2mut PB1 HTS	VIM-2 inhibitor	NALP1 inh	HCV NS3 hel inh
37	Fc1ccc2[nH]c3c(N4CCN(C5CCCCC5)CC4)ncnc3c2c1	1.5	0	.	16	16	.	0.7	-12	-4
38	CN(Cc1ccccc1)c1nnc(N)s1	1.1	-1	91	-2	4	-5	1.1	25	4
39	Cc1[nH]n(-c2ccccc2)c(=O)c1N=Nc1ccc2c(c1)OCCO2	-0.8	-16	106	4	-20	0	1.3	8	4
40	CC1(C)CC(=O)C2=C(C1)N=C1SCCC(=O)N1C2c1ccc(C(F)(F)F)cc1 (centres undefined)	-1.6	-4	108	-20	-2	7	-2.7	13	-6
41	CCn1cc(/C=N/NS(=O)(=O)c2ccc(C)cc2)c(C)n1	-2.1	-5	.	-2	7	.	-2.1	43	2
42	Cc1cnc(C(=O)OCc2ccc(COC(=O)c3cnc(C)cn3)cc2)cn1	-1.0	8	94	-8	-6	6	-2.5	8	15
43	CC(C)(C)c1cc(C(=O)N/N=C/c2cc3c(cc2Br)OCO3)n[nH]1	-2.5	12	100	-27	1	1	-3.6	3	15
44	Cc1ccccc1C(=O)Nc1ccc(C(=O)N/N=C/c2ccncc2)cc1	-3.1	-5	73	-3	13	-27	-1.7	-2	-4

# 15 compounds out of the list, ordered by length of the SMILES, largest number first:
no.	smiles	IMP-1 inhibitor	M18AAP inhibitor	MEKK2wt PB1 HTS	DNA FID counter	UBC9 SUMO inh	MEKK2mut PB1 HTS	VIM-2 inhibitor	NALP1 inh	HCV NS3 hel inh
27	COc1ccccc1-c1cn[nH]c1-c1ccc(OCc2ccc([N+](=O)[O-])cc2)cc1O	-1.2	-24	110	0	12	1	-2.4	.	8
29	CCOc1ccc(CCNS(=O)(=O)c2ccc(-c3ccc(=O)[nH]n3)o2)cc1OCC	-0.4	-1	106	-24	2	3	1.9	11	1
24	Cn1c(=O)n(C)c2cc(N3CCCCC3)c(NC(=O)c3cccc(Cl)c3)cc21	-1.6	21	99	-4	33	5	0.7	9	21
1	CC(=O)n1c2c(c3ccccc31)OC(N)=C(C#N)C2c1cccc(Cl)c1Cl (centres undefined)	4.0	5	99	3	28	5	2.0	21	6
19	CC(=O)Nc1sc(C)c(C)c1CN1CCN(S(=O)(=O)c2ccccc2)CC1	-0.4	-2	98	-13	-9	0	2.9	16	-5
25	CC(=O)C1=C(O)C(=O)N(Cc2cccnc2)C1c1ccc(C(C)C)cc1 (centres undefined)	-2.4	3	92	-31	3	-4	-2.8	-1	18
12	COc1cc([N+](=O)[O-])ccc1NC(=O)Nc1nc2c(s1)CCCC2	-1.8	5	101	5	10	4	-0.4	28	-2
39	Cc1[nH]n(-c2ccccc2)c(=O)c1N=Nc1ccc2c(c1)OCCO2	-0.8	-16	106	4	-20	0	1.3	8	4
14	COc1ccc([N+](=O)[O-])cc1NC(=O)Nc1cccc(Cl)c1	-4.2	-2	90	12	8	-3	-2.8	24	-4
15	O=C(NCc1ccco1)c1ccc(CS(=O)Cc2ccc(Cl)cc2)o1 (centres undefined)	-1.3	5	104	-20	6	4	-0.4	-2	7
21	COC(=O)c1oc2ccc(Br)cc2c1NC(=O)CCN1CCOCC1	-0.2	0	101	2	28	-1	0.8	3	7
26	CC(=O)Nc1nc2ccc(S(=O)(=O)N3CCCCC3)cc2s1	-0.7	-1	104	-6	6	5	-1.7	7	-2
22	CN(C)c1ccc(/C=N/NC(=O)CSc2ccccn2)cc1	-1.1	2	99	-12	0	-1	-2.0	9	-7
18	O=C(/C=C/c1ccc(Cl)cc1)NCc1cccs1	-3.1	3	97	-4	6	-2	-0.4	20	6
38	CN(Cc1ccccc1)c1nnc(N)s1	1.1	-1	91	-2	4	-5	1.1	25	4
